NCI-60 one-dose screen, 48 h, at 10 µM unless noted. Numbers give growth in % (100 = growth as untreated, 0 = no growth, -100 = all killed).
BT-549 – BT-549 breast cancer; 78,000 compounds, 4.4% hits
MDA-MB-231 – MDA-MB-231 breast cancer | 81,000 compounds, 5% hits | AID 1794789
LOX IMVI – LOX IMVI melanoma. 79,000 compounds, 7.4% hits
MCF7 – MCF7 breast cancer | 82,000 compounds, 6.3% hits | AID 1794796
MALME-3M – MALME-3M melanoma. 78,000 compounds, 5.8% hits
HS 578T – HS 578T breast cancer; 78,000 compounds, 4.1% hits
SK-MEL-2 – SK-MEL-2 melanoma. 77,000 compounds, 4.7% hits. AID 1794763
T-47D – T-47D breast cancer | 79,000 compounds, 5% hits
* = called active by the depositor; . = no result given; & = joins results of further samples; ! = repeats disagree; [ ] = dose if it differs, or a comment. The calls were made as follows: active = growth percent below 10; inactive = the rest.

SMILES	BT-549	MDA-MB-231	LOX IMVI	MCF7	MALME-3M	HS 578T	SK-MEL-2	T-47D
CCN(CC)CCCCCNc1cc(O)cc2cccnc12	92	90	87	94	115	122	123	82
O=C(CNc1ccc(Br)cc1Cl)Cn1cc(COc2ccc(C=Nc3cnc4ccccc4c3)cc2)nn1	101	107	.	98	104	95	118	94
O=C(O)c1ccc(-n2cc(CNc3ccc(Cl)cc3)c(-c3ccc(C(F)(F)F)cc3)n2)cc1	88	97	83	62	98	90	101	61
COc1cccc(-c2cc(-c3ccc(F)cc3)c(C#N)c(=O)[nH]2)c1	86	101	102	91	97	82	112	102
CCCCOP(=O)(OCCCC)C(C(=O)OCC)C(CC(=O)OCC)C(=O)OCC (stereo unspecified)	114	100	109	93	125	108	.	114
COc1cc2c(cc1O)CC[C@@H]1[C@@H]2CC[C@]2(C)[C@@H](OCCN(C)C)CC[C@@H]12	43	16	53	37	17	27	26	58
CC(=O)OCC1OC(OCC2OC(OC(C)=O)C(OC(C)=O)C(OC(C)=O)C2OC(C)=O)C(OC(C)=O)C(OC(C)=O)C1OC(C)=O (stereo unspecified)	100	.	96	95	108	97	107	.
NS(=O)(=O)c1ccc(Nc2nc(SCC(=O)c3ccc(Br)cc3)nc3c2CCC3)cc1	126	82	85	92	104	97	97	88
CC(=O)c1ccc2c(c1)N(CCCN1CCN(CCO)CC1)c1ccccc1S2	45&88	-12*!	-85*!	-31*!	-80*!	-20*!	-42*	38&160
O=C(Nc1cc(C(F)(F)F)cc(C(F)(F)F)c1)Nc1ccc(OCc2nnc(-c3ccc(Cl)cc3)o2)c(F)c1	23	-17*	3.8*	6.0*	-3.8*	28	-38*	13
CCNNC(=O)[C@@H]1[C@H](c2cc(OC)c(OC)c(OC)c2)c2cc3c(cc2[C@H](O)[C@H]1CO)OCO3	-27*	40	14	10	56	23	22	81
CCNC(=S)NC1CCCCCCCCCCC1	102	98	105	78	78	89	100	61
CCOC(=O)C1=C(C)n2nc(CC#N)c(C#N)c2NC1c1cc(Cl)ccc1O (stereo unspecified)	86	80	90	78	89	87	102	76
COc1ccc(C(=O)N2C=Cc3ccccc3C2C(N)=O)cc1 (stereo unspecified)	106	94	94	98	97	92	114	94
Cc1ccc(-[n+]2noc([O-])c2C2=NOC(c3ccccc3)C2)cc1 (stereo unspecified)	.	83	101	94	100	96	105	.
COc1ccc(N=Nc2c(N)nn3c(-c4ccc5ccccc5c4)ccnc23)cc1	107	100	101	98	104	99	105	91
Cc1ccc2oc(=O)cc(-c3c(C#N)c(N)n4nc(N)c(C#N)c4c3C#N)c2c1	103	96	93	96	91	97	.	83
CCNCCNc1cc(-c2ccc(Cl)cc2)c(C#N)c2nc3ccccc3n12	-33*	-57*	-77*	-23*	-80*	-36*	.	-60*
Cc1ccc(NC(=O)c2ccc(C)c([N+](=O)[O-])c2)c(C)c1	102	106	106	88	102	111	112	100
COc1cc([N+](=O)[O-])ccc1NC(=O)Oc1ccc(NC(C)=O)cc1	106	110	90	61	112	96	121	98
Cc1ccccc1C(=O)OC(C)(C)C	.	106	99	93	102	93	97	91
C#C[C@]1(O)CC[C@H]2[C@@H]3CC=C4c5sc(-c6cccc(O)c6)nc5CC[C@]4(C)[C@H]3CC[C@@]21C	-23*	-41*	-62*	-28*	.	-38*	-25*	1.2*
COc1cc2nc(Cl)nc(Nc3cccc(C4=NN(C(C)=O)C(c5ccc(Cl)cc5)C4)c3)c2cc1OC (stereo unspecified)	77	73	.	77	83	95	91	47
Cc1cc(S(=O)(=O)/N=C(\N)n2nc(C)c(C)c2C)c(SCc2ccccc2)cc1Cl	112	90	67	71	94	77	-12*	53
Cc1cc(C)c2ccc(NC(=O)CCC(=O)O)nc2n1	111	113	97	93	99	100	101	86
Cc1nnc2nc(N)[nH]n2c1=O	100	129	95	98	94	112	.	96
c1ccc(-c2n(Cc3ccc4ccccc4n3)cc[n+]2Cc2ccc3ccccc3c2)cc1	3.6*	-6.4*	-26*	.	-20*	15	-27*	-15*
C=C(C)[C@@H]1CC[C@]2(C(=O)O)CC[C@]3(C)[C@H](CC[C@@H]4[C@@]5(C)C/C(=C/c6ccco6)C(=O)C(C)(C)[C@@H]5CC[C@]43C)[C@@H]12	-68*[100 µM]	-61*[100 µM]	-61*[100 µM]	-53*[100 µM]	-82*[100 µM]	-2.0*[100 µM]	-76*[100 µM]	-8.1*[100 µM]
Clc1cc(Cl)cc(Nc2ccc3cc(OCCCN4CCOCC4)ccc3n2)c1	88	-5.2*	-78*	8.6*	66	25	64	32
COc1cc(C#N)ccc1O	106	116	100	93	116	101	98	93
CC(C)CCNNCCC(C)C	89	112	95	102	87	104	100	99
CC1(C)[C@@H](O)CC[C@]2(C)[C@H]3CC[C@@H]4[C@H]5[C@H](C(=O)/C=C\c6ccc([N+](=O)[O-])cc6)CC[C@]5(O)CC[C@@]4(C)[C@]3(C)CC[C@@H]12	.	46	-7.6*	39	67	60	102	58
COc1cc(C2CC(c3ccc(Cl)cc3)=NN2c2ccccc2)cc(OC)c1OC (stereo unspecified)	90	80	.	92	98	94	.	83
COc1ccc(CCNC(=S)/N=C/C2=C(O)CC(C)(C)CC2=O)cc1OC	93	100	98	96	.	104	102	84
COc1cc(NC(=O)c2ccc(C)cc2)ccc1C(=O)NC(=S)Nc1ccc(S(N)(=O)=O)cc1	.	80	88	75	83	73	118	84
CC(=O)CCSc1ccc(O)cc1	96	99	99	105	119	105	100	91
CNC(=O)c1cc(Oc2cccc3nc(NC(=O)Nc4cc(C(F)(F)F)ccc4Cl)ccc23)ccn1	85	49	64	85	69	76	119	78
C=C1CCC2C3(C)COC(c4ccccc4)OC3CCC2(C)C1/C=C/C1=CCOC1=O (stereo unspecified)	-18*	90	16	32	105	.	51	72
NC1=NC2(CCCC2)N(c2ccc(S(N)(=O)=O)cc2)C(N)=N1	110	99	97	99	107	110	112	102
CC(C)(C)n1cc(-c2ccnc(NCCCNS(=O)(=O)c3ccccc3)n2)c(-c2ccc(Cl)c(O)c2)n1	90	103	90	97	83	98	96	69
O=C(CSc1nnnn1-c1ccccc1)c1cc2cc(Cl)cc(Cl)c2oc1=O	96	109	94	94	109	97	103	89
CC(C)(C)c1ccc([N+](=O)[O-])cc1Br	96	121	98	89	91	103	99	.
C=C(C)[C@@H]1CC[C@]2(CO)CC[C@]3(C)[C@H](CC[C@@H]4[C@@]5(C)CCC(NCCc6ccc(O)cc6)C(C)(C)[C@@H]5CC[C@]43C)[C@@H]12 (stereo partly specified)	34	-87*	-97*	-78*	-82*	-54*	-85*	-66*
CCCCN(CCCC)CCC(=O)c1cc(-c2ccccc2)oc1-c1ccccc1	110	114	100	92	104	101	106	92
CC(C)c1cc(C(C)(C)C)c(O)c(C(C)(C)C)c1	97	119	102	.	101	.	117	107
NCCN1CCN(c2nc(-c3ccccc3)nc3nc(-c4ccccc4)oc23)CC1	93	-75*	-91*	-88*	-69*	100	102	-16*
CCCCC(O)Cn1ncc(C(=O)OCC)c1NC(=O)Nc1cccc(C(F)(F)F)c1 (stereo unspecified)	82	71	66	62	55	75	86	.
O=C(Cc1csc2[n+]1C(=O)/C(=C/c1cccc([N+](=O)[O-])c1)S2)Nc1ccccc1	88	82	90	81	.	92	94	88
CC(C)(C)c1nn(-c2ccccc2)c2c1COCN2Cc1ccncc1	133	90	92	96	126	97	130	90
O=C(NNC(=S)Nc1ccccc1)c1ccc(Nc2ncnc3c2cnn3-c2cccc(F)c2)cc1	106	111	97	104	106	105	105	.
Cc1cccc(-c2nnc(-c3nc4ccccc4nc3Cl)o2)c1	128	102	88	47	98	91	103	58
COc1ccc(Cn2nc3c(c2-c2ccccc2)-c2oncc2CC3)cc1	99	90	95	83	99	.	116	92
C#C[C@]1(O)CC[C@H]2[C@@H]3CC=C4c5sc(C)nc5CC[C@]4(C)[C@H]3CC[C@@]21C	114	111	88	103	111	106	109	83
O=C(O)C(Cc1ccc(O)cc1)NS(=O)(=O)Cc1ccccc1 (stereo unspecified)	102	95	93	100	106	94	.	95
O=C(Nc1ccc2[nH]ccc2c1)c1ccc(Cl)c(Cl)c1	85	100	101	51	86	104	100	94
NC1=NC2(Cc3ccccc3C2=O)n2c(nc3ccccc32)N1 (stereo unspecified)	72	82	102	55	114	126	89	70
CC(=O)Nc1ccc(C)cc1Br	.	94	107	92	101	117	.	112
N#Cc1c(N)nc(Nc2nc3ccccc3[nH]2)nc1-c1ccc(Cl)cc1	.	106	96	87	125	145	114	94
CCOC(=O)c1cc2c(n1Cc1ccc(OC)cc1)-c1oncc1CC2	97	109	102	101	.	110	105	100
C=C1Sc2ccccc2N1C	100	96	96	94	89	78	159	82

Remaining list, next part.
SMILES	BT-549	MDA-MB-231	LOX IMVI	MCF7	MALME-3M	HS 578T	SK-MEL-2	T-47D
O=S(=O)(Oc1ccc(-c2ccc3occc3c2)cc1)C1CCCCC1	107	110	103	94	107	113	104	97
Cc1oc(-c2ccc(Cl)cc2)nc1C1=NN(C(=O)c2ccncc2)C(c2ccc(Br)cc2)C1 (stereo unspecified)	92	82	83	92	92	74	93	85
O=C(NNc1nc2cc(F)ccc2n2c(CN3CC4(COC4)C3)ccc12)c1cnccn1	36	31	19	14	20	65	50	26
COC(=O)C1=COC(C)C2C[n+]3ccc4c([nH]c5ccccc54)c3CC12 (stereo unspecified)	102&107	73&101	98&99	79&96	94&105	80&111	85&103	92&100
COc1cc(/C(C)=C(\c2ccc(Cl)cc2)c2ccc(OCCN3CCCC3)cc2)ccc1F	79	56	46	26	-2.6*	70	99	55
Nc1cc(-c2cccc(C(=O)NCc3ccc4c(c3)OCO4)c2)ccn1	97	102	89	87	99	94	105	77
Cc1nn(-c2ccc(F)cc2)c2nc[nH]c(=O)c12	104	110	98	97	108	100	105	100
CCCNC(=O)Oc1ccc(/C(=C(/C)Cc2ccc(OC)cc2)c2ccc(OCCCN(C)C)cc2)cc1	92	90	73	36	83	72	97	70

Structures listed so far that contain an aryl methoxy group:
SMILES	BT-549	MDA-MB-231	LOX IMVI	MCF7	MALME-3M	HS 578T	SK-MEL-2	T-47D
COc1cccc(-c2cc(-c3ccc(F)cc3)c(C#N)c(=O)[nH]2)c1	86	101	102	91	97	82	112	102
COc1cc2c(cc1O)CC[C@@H]1[C@@H]2CC[C@]2(C)[C@@H](OCCN(C)C)CC[C@@H]12	43	16	53	37	17	27	26	58
CCNNC(=O)[C@@H]1[C@H](c2cc(OC)c(OC)c(OC)c2)c2cc3c(cc2[C@H](O)[C@H]1CO)OCO3	-27*	40	14	10	56	23	22	81
COc1ccc(C(=O)N2C=Cc3ccccc3C2C(N)=O)cc1 (stereo unspecified)	106	94	94	98	97	92	114	94
COc1ccc(N=Nc2c(N)nn3c(-c4ccc5ccccc5c4)ccnc23)cc1	107	100	101	98	104	99	105	91
COc1cc([N+](=O)[O-])ccc1NC(=O)Oc1ccc(NC(C)=O)cc1	106	110	90	61	112	96	121	98
COc1cc2nc(Cl)nc(Nc3cccc(C4=NN(C(C)=O)C(c5ccc(Cl)cc5)C4)c3)c2cc1OC (stereo unspecified)	77	73	.	77	83	95	91	47
COc1cc(C#N)ccc1O	106	116	100	93	116	101	98	93
COc1cc(C2CC(c3ccc(Cl)cc3)=NN2c2ccccc2)cc(OC)c1OC (stereo unspecified)	90	80	.	92	98	94	.	83
COc1ccc(CCNC(=S)/N=C/C2=C(O)CC(C)(C)CC2=O)cc1OC	93	100	98	96	.	104	102	84
COc1cc(NC(=O)c2ccc(C)cc2)ccc1C(=O)NC(=S)Nc1ccc(S(N)(=O)=O)cc1	.	80	88	75	83	73	118	84
COc1ccc(Cn2nc3c(c2-c2ccccc2)-c2oncc2CC3)cc1	99	90	95	83	99	.	116	92
CCOC(=O)c1cc2c(n1Cc1ccc(OC)cc1)-c1oncc1CC2	97	109	102	101	.	110	105	100
COc1cc(/C(C)=C(\c2ccc(Cl)cc2)c2ccc(OCCN3CCCC3)cc2)ccc1F	79	56	46	26	-2.6*	70	99	55
CCCNC(=O)Oc1ccc(/C(=C(/C)Cc2ccc(OC)cc2)c2ccc(OCCCN(C)C)cc2)cc1	92	90	73	36	83	72	97	70

Source: PubChem (NCI)
